Screening results from PubChem.
TEAD-YAP inh: TEAD-YAP interaction inhibition. 640,000 compounds, 1.4% hits. HEK-TIYL cells, TEAD-Gal4/YAP UAS-luciferase luminescence. inhibition, % at 9.12 µM. AID 1259422; in the data active = inhibition above about 32%;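 also: 0% = median of test compound wells and 100% = reference inhibitor wells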
MITF inh: human MITF inhibition, primary screen; inhibition, % at 2.6 µM; O75030; AlphaScreen MITF homodimerization, bead proximity signal; 650,000 compounds, 0.91% hits; in the data active = inhibition above about 50%;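 also: 0% = vehicle wells with protein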
Target sequence (O75030 whole entry, looked up): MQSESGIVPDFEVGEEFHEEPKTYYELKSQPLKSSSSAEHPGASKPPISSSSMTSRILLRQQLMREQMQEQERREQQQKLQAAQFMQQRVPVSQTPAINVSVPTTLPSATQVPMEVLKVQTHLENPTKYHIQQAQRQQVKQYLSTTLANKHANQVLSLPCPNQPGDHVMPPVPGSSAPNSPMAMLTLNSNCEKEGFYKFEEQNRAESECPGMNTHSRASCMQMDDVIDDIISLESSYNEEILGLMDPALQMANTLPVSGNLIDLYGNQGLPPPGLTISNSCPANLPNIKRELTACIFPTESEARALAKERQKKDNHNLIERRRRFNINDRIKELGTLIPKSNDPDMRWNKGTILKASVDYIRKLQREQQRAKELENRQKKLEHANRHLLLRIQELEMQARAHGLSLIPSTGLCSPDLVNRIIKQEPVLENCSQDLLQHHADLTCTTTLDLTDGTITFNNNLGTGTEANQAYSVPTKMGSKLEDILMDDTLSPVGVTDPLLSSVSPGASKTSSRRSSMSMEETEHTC
FBW7 activator: human FBW7 E3 ligase activation, primary screen; AlphaScreen FBW7–phospho-cyclin E peptide binding, activator screen; Q969H0; 650,000 compounds, 0.13% hits; normalized activity (activation), % at 26.1 µM; AID 1259310; in the data active = normalized activity above about 1.9%;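 also: purified mutant Fbw7 with reduced substrate affinity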
GPR151 ag: activators of human GPR151. Q8TDV0. PathHunter beta-arrestin GPR151 cells, luminescence. activation, % at 11.2 µM. 650,000 compounds, 1% hits; in the data active = activation above about 4.9%;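 also: 0% = median of compound wells and 100% = cells with positive control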
Target sequence (Q8TDV0 whole entry, looked up): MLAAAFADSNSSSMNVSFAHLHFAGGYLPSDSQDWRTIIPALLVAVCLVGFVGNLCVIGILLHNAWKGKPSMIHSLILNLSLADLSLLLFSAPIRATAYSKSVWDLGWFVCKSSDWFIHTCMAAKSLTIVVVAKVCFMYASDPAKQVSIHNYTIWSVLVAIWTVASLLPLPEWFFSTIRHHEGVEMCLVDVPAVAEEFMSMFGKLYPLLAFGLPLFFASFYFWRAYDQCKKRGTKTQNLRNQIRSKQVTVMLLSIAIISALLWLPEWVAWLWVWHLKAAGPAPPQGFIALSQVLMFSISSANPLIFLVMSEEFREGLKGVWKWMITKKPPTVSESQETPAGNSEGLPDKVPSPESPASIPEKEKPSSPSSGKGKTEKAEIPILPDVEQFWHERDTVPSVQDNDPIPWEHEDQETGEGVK
An asterisk follows results filed as active; · = no result given.

Each structure is followed by: TEAD-YAP inh	MITF inh	FBW7 activator	GPR151 ag
Cc1ccccc1OCCn1c(CCNC(=O)c2ccco2)nc2ccccc21
  3	8	-0.2	-0.4
CCCC(=O)NC(=S)Nc1ccccc1N1CCOCC1
  -5	-18	-0.1	-0.2
CC(=O)Nc1cccc(-c2cncc(-c3cccc(N)c3)n2)c1
  -3	12	0.0	0.4
Cc1cccc(C(=O)NCc2nnc(SCC(=O)NCc3ccccc3)n2C)c1
  -3	-4	-0.1	-0.5
CC(C)Cc1nc(SC2CCCC2)c2c(=O)n(C)c(=O)n(C)c2n1
  4	11	0.5	1.2
CC(C(=O)Nc1ccc(F)c(F)c1F)N(C)CC(=O)Nc1ccccc1Br (stereo not given)
  3	-6	0.1	0.8
CC(=O)Oc1ccccc1C(=O)Nc1c(Cl)cc([N+](=O)[O-])cc1Cl
  3	-2	0.0	0.1
O=S(=O)(Nc1ccc(Br)cc1)c1ccc(Cc2ccc(S(=O)(=O)Nc3ccc(Br)cc3)cc2)cc1
  -6	1	0.0	1.1
CCC(=O)N1N=C(c2cccc(NS(C)(=O)=O)c2)CC1c1ccc(N(C)C)cc1 (stereo not given)
  -3	11	-0.2	0.6
N#C/C(=C\c1ccc(-c2ccc(Br)cc2)o1)C(=O)N1CCOCC1
  -25	3	-0.2	2.5
Cc1cc(NC(=O)CN2Cc3ccccc3C2=O)ccc1Br
  0	11	0.4	0.5
Cc1nc2c(c(C)nn2C)c(C)c1CCC(=O)NCCc1c[nH]c2ccccc12
  1	3	0.0	0.2
CC(=O)C1=C(C)NC(SCC(=O)c2ccc(F)cc2)=C(C#N)C1c1cccs1 (stereo not given)
  -8	-8	0.3	-0.1
C=CCNC(=O)Nc1ccc(OCC)cc1
  -10	2	-0.1	0.9
CCCN(CCC)S(=O)(=O)c1ccc(C(=O)Nc2nc3c(F)cc(F)cc3s2)cc1
  2	-6	0.1	0.7
Cc1ccc(-c2nnc3ccc(SCc4cccnc4)nn23)cc1
  -21	-7	-0.1	1.6
Cc1cc(-c2ccnc(-n3ncc(C(=O)N4CCCC(O)C4)c3C3CC3)n2)c(C)s1 (stereo not given)
  -1	13	0.0	-0.7
COCCN(Cc1cc2cc3c(cc2[nH]c1=O)OCO3)C(=O)c1ccc(F)cc1
  -3	15	0.1	-0.1
O=c1c2ccc(Cl)cc2[nH]c(=S)n1Cc1cccnc1
  -1	14	0.1	0.8
CCCC(=O)Nc1nnc(-c2ccccc2Cl)o1
  -9	-16	0.2	0.3
Cc1cc(=O)oc2cc(NC(=O)c3cc([N+](=O)[O-])ccc3N3CCOCC3)ccc12
  -2	5	0.5	-1.6
C=CCNC(=S)NC(=O)c1ccc(OC)cc1
  -46	12	0.0	-0.2
CCNc1cc(Nc2ccc(Cl)cc2)c([N+](=O)[O-])c2nonc12
  -8	4	0.1	-0.7
CCSc1cc(C2C(C#N)=C(N)OC(C)=C2C(=O)OC)c(C)o1 (stereo not given)
  -2	-6	-0.1	-0.8
CC(C)n1cnc2c(NCCCN3CCCC3=O)nc(NCCN3CCOCC3)nc21
  -1	0	-0.2	2.4
COc1cccc(-c2ccc(C(=O)N3CCN(C)CC3)c(N(C)C)n2)c1
  3	12	-0.1	1.1
COc1c(OC(C)=O)ccc(/C=N/NC(=O)COc2ccccc2[N+](=O)[O-])c1[N+](=O)[O-]
  -4	23	0.1	1.9
N#CC1=C(N)OC2=C(C(=O)CCC2)C1c1ccc(O)c(O)c1 (stereo not given)
  0	4	0.0	0.4
CC(=O)NC/C(C)=N\NC(=O)c1ccc([N+](=O)[O-])cc1
  5	-6	-0.2	-0.7
COCCCNCCCCOc1ccc(C)cc1Br
  -2	41	0.1	-1.1
CCc1ccc2oc(-c3ccc(NC(=O)c4cccnc4Cl)cc3)nc2c1
  -33	11	0.3	-0.4
CN1CC=C2C(C(=O)O)=C(N)C(C#N)(C#N)C(c3ccccc3Br)C2C1 (stereo not given)
  -1	-3	-0.1	-0.1
COCCn1c(C)cc2c(c1=O)C(c1ccc(Cl)cc1)C(C(=O)OC)=C(N)O2 (stereo not given)
  8	-3	-0.1	0.0
COc1ccccc1NC(=O)c1ccc(CSc2ccc(Cl)cc2)cc1
  2	12	0.1	0.4
NC(=O)c1c(NC(=O)C2CCCC2)sc2c1CCCC2
  -25	2	0.0	-0.2
COc1ccc(/C=C/C(=O)OCC(=O)Nc2cc(C(N)=O)cc(C(N)=O)c2)cc1
  2	9	-0.1	-0.4
COc1ccc(CCNc2nc(Oc3ccccc3)ncc2C)cc1
  16	-4	-0.1	0.6
Cc1ccc(-n2c(-c3ccc4[nH]c(C)c(C)c4c3)n[nH]c2=S)cc1C
  -10	2	0.2	0.4
Cc1cc(C)nc(SCC(=O)c2nonc2C)n1
  4	14	0.2	-1.2
O=C(CCl)N1CCc2ccccc2C1
  12	10	-0.2	0.6
FC(F)(F)C(Oc1nc(N2CCCCC2)nc(N2CCOCC2)n1)C(F)(F)F
  16	-10	0.2	0.6
CC(C)(C)P(=Nc1cc([N+](=O)[O-])cc([N+](=O)[O-])c1)(N1CCOCC1)N1CCOCC1
  6	3	-0.1	1.6
CCCCN(C)C(=O)c1cc2cc([N+](=O)[O-])ccc2oc1=O
  4	-13	0.0	2.4
CCN(CC)C(=O)CSc1nc(-c2cccs2)cc(C(F)(F)F)c1C#N
  4	-2	-0.2	-0.2
O=C(/C=C(\Cl)c1ccc([N+](=O)[O-])cc1)c1ccccc1
  10	20	-0.1	0.1
CCN1CCN(CC(=O)Nc2sc3c(c2C#N)CCC3)CC1
  -3	3	-0.2	1.0
O=c1c2c3c(sc2nc(SCCc2ccccc2)n1C1CCCCC1)CCCC3
  5	12	0.1	0.8
CCC(=O)Oc1ccc2c(C)c(Cl)c(=O)oc2c1C
  9	-1	0.0	-0.5
O=c1/c(=C/c2ccc(Cl)s2)sc2nc3ccccc3n12
  12	-9	0.0	-1.8
COc1cc(C=C2C(=O)N(C)C(=O)N(C)C2=O)c(O)c([N+](=O)[O-])c1
  0	2	-1.1	-0.1
Cc1c(C(=O)Nc2nc3ccc(Br)cc3s2)sc2ncn(Cc3ccccc3Cl)c(=O)c12
  -2	7	0.2	-0.6
C=CCn1c(SCCc2ccccc2)nc2c1c(=O)[nH]c(=O)n2C
  -12	-3	-0.4	1.0
Cc1ccc(-c2n[nH]c(=S)n2/N=C\c2ccc(O)c(O)c2)cc1
  -11	-66	-0.3	-0.2
c1ccc(CN2CCC3(CCCc4ccccc43)CC2)cc1
  18	-4	-0.1	-3.3
CCn1c(NCc2cc(OC)ccc2OC)nc2ccccc21
  -21	7	0.2	3.5
CC1CN(C(=O)CCC(=O)N(C)Cc2ccccc2)c2ccccc2O1 (stereo not given)
  6	3	-0.1	0.1
CCOC(=O)C1=C(CC)NC(CC)=C(C(=O)OCC)C1C(=O)O
  -2	7	-0.1	1.1
Cc1[nH]n(-c2cccc(Cl)c2)c(=O)c1/C=N/NC(=O)c1ccccc1[N+](=O)[O-]
  -6	7	0.1	-1.0
COC(=O)c1ccccc1S(=O)(=O)Oc1c(Br)cc(C=O)cc1OC
  -5	8	0.1	-1.0
COc1cccc(-n2c(O)c(/C=C3\C(C)=Nc4ccc([N+](=O)[O-])cc43)c(=O)[nH]c2=S)c1
  7	7	-0.2	0.9

Continued.
Each structure is followed by: TEAD-YAP inh	MITF inh	FBW7 activator	GPR151 ag
c1cncc(-c2cc(NC3CC3)nc(-c3ccncc3)n2)c1
  11	15	0.1	-0.2
COc1ccc(OCC2c3cc(OC)c(OC)cc3CCN2C(=O)c2cccc(F)c2)cc1 (stereo not given)
  -7	4	-0.1	-0.1
CN(C)CCNC(=O)c1cn(-c2ccc(Cl)cc2)c(=O)c2ccccc12
  10	-4	0.1	2.6
O=C(c1ccccc1)c1ccc2c3c(cccc13)CC2
  -8	1	0.0	0.4
c1csc(-c2nc(NCCN3CCOCC3)c3ncn(-c4ccsc4)c3n2)c1
  25	1	0.6	-2.8
CN1CCc2ccc(NC(=O)C3(c4ccccc4)CC3)cc2C1
  -13	10	0.0	-0.6
CC(=O)N(CN1C(=O)C2CCC(C)CC2C1=O)c1ccc(C)cc1 (stereo not given)
  12	3	-0.1	0.2
C=CCn1c2ccccc2c2nnc(SCC(=O)Nc3nnc(CC(=O)OCC)s3)nc21
  -1	0	-0.1	-0.1
CCOC(=O)c1cnc2cc(Cl)c(OC)cc2c1Nc1ccc(C)c(F)c1
  -3	19	0.2	0.2
CCOC(=O)CN(C1=NS(=O)(=O)c2ccccc21)c1ccccc1
  -8	-1	0.1	-0.1
CCn1cc(CNC(=O)CCc2nnc(-c3ccc(C)s3)o2)cn1
  0	3	0.1	-1.2
COC(=O)c1cc(OC)c(OC)cc1NC(=O)Nc1ccc(F)cc1F
  -2	-2	-0.1	2.2
O=C(N/N=C/c1c(-[n+]2ccccc2)[nH]c(=O)n1-c1ccccc1)c1ccncc1
  1	-20	-0.2	2.5
CCC(=O)N1c2ccccc2-c2nnc(SC)nc2OC1c1cc(OC)ccc1OC (stereo not given)
  4	-14	0.1	-1.8
Cc1ccc(NC(=O)Cn2nnc(C(=O)O)c2C(=O)O)cc1
  5	11	0.7	-0.9
COc1ccc(/C=N/NC(=O)CNc2ccc(C)cc2)cc1
  -9	-4	-0.1	-0.6
Cc1cc2nc3s/c(=C\c4ccc(C(C)C)cc4)c(=O)n3c2cc1C
  10	13	0.7	2.0
CC(Cc1cccs1)NC(=O)c1c(F)cccc1Cl (stereo not given)
  -8	17	0.6	-1.1
Cc1ccc(S(=O)(=O)NCCc2sc3nc(-c4ccc(F)cc4)nn3c2C)cc1
  21	-8	1.0	-0.8
C=CCn1cc(C(=O)NC2CCCC2)c(=O)c2cc(S(=O)(=O)N(CC)CC)ccc21
  2	-10	-0.2	0.2
Cc1ccc(/C=N/NC(=S)NC2CCS(=O)(=O)C2)cc1 (stereo not given)
  -4	1	-0.1	1.2
CCNC(=O)NC(=O)C(C)OC(=O)c1[nH]c(C)c(C(C)=O)c1C (stereo not given)
  0	6	0.0	1.4
CCC(C)NC(=O)CN(c1ccc2c(c1)OCO2)S(=O)(=O)c1c(C)n[nH]c1C (stereo not given)
  11	0	0.1	-0.3
CN(C)CCN1C(=O)C(O)=C(C(=O)c2cccs2)C1c1ccco1 (stereo not given)
  1	0	-0.1	0.5
O=C(O)Cc1nn(Cc2ccc(Br)cc2F)c(=O)c2ccccc12
  ·	4	0.2	2.2
C/C(=N\OCc1nc2c3cnn(C)c3ncn2n1)c1ccccc1
  7	7	0.0	0.9
Cc1cccc(C(=O)c2c(N3CCOCC3)[nH]c(=O)c3ccccc23)c1
  7	4	0.1	0.5
COc1cccc(/C=C(\C#N)C(=O)NC(C)c2ccccc2)c1OC (stereo not given)
  -1	18	0.1	-0.5
CCC12CN3CCN(CC(C3)/C1=N\NC(=O)c1ccc(Cl)cc1)C2
  -26	-5	0.0	0.0
CC(=O)c1ccc(N=c2oc3ccccc3cc2-c2nc3ccccc3[nH]2)cc1
  31	-51	0.1	-8.9

The last 5 records of the section above come first, to join the parts:
Each structure is followed by: TEAD-YAP inh	MITF inh	FBW7 activator	GPR151 ag
C/C(=N\OCc1nc2c3cnn(C)c3ncn2n1)c1ccccc1
  7	7	0.0	0.9
Cc1cccc(C(=O)c2c(N3CCOCC3)[nH]c(=O)c3ccccc23)c1
  7	4	0.1	0.5
COc1cccc(/C=C(\C#N)C(=O)NC(C)c2ccccc2)c1OC (stereo not given)
  -1	18	0.1	-0.5
CCC12CN3CCN(CC(C3)/C1=N\NC(=O)c1ccc(Cl)cc1)C2
  -26	-5	0.0	0.0
CC(=O)c1ccc(N=c2oc3ccccc3cc2-c2nc3ccccc3[nH]2)cc1
  31	-51	0.1	-8.9
Cc1ccc(C(=O)N2N=C(c3c(-c4ccccc4)c4cc(Br)ccc4[nH]c3=O)CC2c2ccccc2)cc1 (stereo not given)
  1	-4	0.0	1.1
c1cnc2c(c1)ccc1cccnc12
  35*	111*	-0.3	-1.5
O=C(c1ccc(Br)cc1)N1CCC(Nc2ccc3cnccc3c2)CC1
  12	20	0.8	0.2
CCOCCCNC(=O)CCCCCn1c(=S)[nH]c2c([nH]c3ccc(OC)cc32)c1=O
  -3	9	0.8	-0.8
O=C(Nc1cccnc1Cl)c1c(O)c2ccccc2[nH]c1=O
  -5	10	0.1	0.1
O=C(/C=C\c1ccc2c(c1)OCO2)CC1(O)C(=O)Nc2ccc(Br)cc21 (stereo not given)
  12	-2	0.0	1.1
CC(=O)Nc1ccc(C(=O)NNC(=O)c2cccc(Cl)c2)cc1
  9	2	-0.1	-0.8
CC(C)c1ccc(OCC(=O)Nc2ccc3c(c2)C(=O)NC3=O)cc1
  6	-2	-0.1	-2.5
CCc1ccc(OCCS(=O)(=O)N2CCN(c3ncccn3)CC2)cc1
  -2	13	0.2	-1.9
COc1cc2ccccc2cc1C(=O)OCc1cccc(S(=O)(=O)N(C)C)c1
  9	14	0.1	0.1
O=C1C(Cl)=C(N2CCCCC2)C(=O)N1c1ccc(Cl)c(Cl)c1
  23	-19	-0.1	-0.4
N#Cc1ccc(NC(=O)c2cc(-c3cccc(O)c3)on2)cc1
  -8	-3	0.1	0.1

Some of the entries above, reformatted:
Compound	TEAD-YAP inh	MITF inh	FBW7 activator	GPR151 ag
CC(C(=O)Nc1ccc(F)c(F)c1F)N(C)CC(=O)Nc1ccccc1Br (stereo not given)	3	-6	0.1	0.8
CC(=O)Oc1ccccc1C(=O)Nc1c(Cl)cc([N+](=O)[O-])cc1Cl	3	-2	0.0	0.1
